Screening results (PubChem BioAssay)
15-hLO-2 inh = inhibitors of human 15-lipoxygenase 2 (ALOX15B); O15296; purified 15hLO-2, xylenol orange hydroperoxide absorbance; Potency, µM (series often up to 57.1 µM), for inactives: at the top dose activity change, negative = inhibition, usual class: inhibitors; hit rate 0.56% among 110,000; further: potency means the concentration at half of the fitted maximal effect; nearly all actives have a fitted effect of over 60% in size; many of its hits are not listed in these tables
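Enzyme 50 nM, AA 45 uM, 25 mM Hepes pH 7.5 + 0.01% Triton X-100; cpd preinc 15 min RT, rxn 90 min RT; stop/detect with 200 uM XO + 300 uM Fe(II) in 50 mM H2SO4, 30 min; A573/A405.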
PNC assembly inh = blocks assembly of the perinucleolar compartment; PC3M PTB-GFP, PNC prevalence imaging, 16 h; hits give low values; activity change (PNC), negative = inhibition, % at 10 µM; hit rate 3.1% among 140,000; AID 2417;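 active means readout at or below -70, meaning at least 70% loss of cells showing the perinucleolar compartment, a nuclear body marking cancer cells; inconclusive means readout between -30 and a set limit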;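 further: plate controls were DMSO wells for no effect and camptothecin positive control wells for full effect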
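Read-out is percentage of cells bearing a perinucleolar compartment, from automated 20x imaging of fixed, Hoechst-stained PC3M PTB-GFP cells. Cells were seeded 4 h, then exposed 16 h to compound (23 nl of library stock) in duplicate plates.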
IMPase cell inh = cell-permeable inhibitors of inositol monophosphatase (IMPase). P97697. CHO-M1 cells, IP1 accumulation, HTRF TR-FRET ratio. inhibition (IP1 accumulation), % at 46.1 µM. 120,000 tested, under 10 active; active means well fitted curve in the direction sought with a large enough effect in the signal ratio, not every such curve was filed as active; inconclusive means small, poorly fitted or top-dose-only effect, or a change in a side signal; inactive means no such curve, though single readings can be large or run the other way; the % refers to the signal ratio;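 further: cells stimulated with carbachol in lithium chloride buffer; plate controls were DMSO basal wells for no effect and reference inhibitor wells for full effect; higher means more IMPase inhibition seen as more IP1 and lower FRET ratio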
Target sequence (P97697 whole entry, looked up): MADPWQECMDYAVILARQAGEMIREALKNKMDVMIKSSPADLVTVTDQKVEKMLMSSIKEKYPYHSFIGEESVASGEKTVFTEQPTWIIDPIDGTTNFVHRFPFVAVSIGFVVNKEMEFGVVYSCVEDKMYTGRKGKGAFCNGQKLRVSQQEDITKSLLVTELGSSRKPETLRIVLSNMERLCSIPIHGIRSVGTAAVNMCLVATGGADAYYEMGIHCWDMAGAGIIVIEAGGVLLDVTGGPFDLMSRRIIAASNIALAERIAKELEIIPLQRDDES
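CHO-M1, 2000 cells/well, cultured 16–30 h; cpd up to 46 uM; carbachol (50 uM solution, stimulation buffer w/ 50 mM LiCl, pH 7.4), 30 min 37C; IP-One TR-FRET, 10 min RT; Ex 320/Em 665, 620; Hill-fit AC50.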
12-hLO inh = 12-hLO (ALOX12) enzyme inhibition; P18054; purified 12-hLO, xylenol orange hydroperoxide absorbance; Potency, µM (titrated, usually from 57.1 µM), for inactives: at the highest dose activity change, negative = inhibition, actives largely listed as inhibitors; hit rate 0.12% among 150,000; AID 1452; further: potency means the concentration at half of the fitted maximal effect; nearly all actives have a fitted effect of over 55% in size; many of its hits are not listed in these tables
Target sequence (P18054 whole entry, looked up): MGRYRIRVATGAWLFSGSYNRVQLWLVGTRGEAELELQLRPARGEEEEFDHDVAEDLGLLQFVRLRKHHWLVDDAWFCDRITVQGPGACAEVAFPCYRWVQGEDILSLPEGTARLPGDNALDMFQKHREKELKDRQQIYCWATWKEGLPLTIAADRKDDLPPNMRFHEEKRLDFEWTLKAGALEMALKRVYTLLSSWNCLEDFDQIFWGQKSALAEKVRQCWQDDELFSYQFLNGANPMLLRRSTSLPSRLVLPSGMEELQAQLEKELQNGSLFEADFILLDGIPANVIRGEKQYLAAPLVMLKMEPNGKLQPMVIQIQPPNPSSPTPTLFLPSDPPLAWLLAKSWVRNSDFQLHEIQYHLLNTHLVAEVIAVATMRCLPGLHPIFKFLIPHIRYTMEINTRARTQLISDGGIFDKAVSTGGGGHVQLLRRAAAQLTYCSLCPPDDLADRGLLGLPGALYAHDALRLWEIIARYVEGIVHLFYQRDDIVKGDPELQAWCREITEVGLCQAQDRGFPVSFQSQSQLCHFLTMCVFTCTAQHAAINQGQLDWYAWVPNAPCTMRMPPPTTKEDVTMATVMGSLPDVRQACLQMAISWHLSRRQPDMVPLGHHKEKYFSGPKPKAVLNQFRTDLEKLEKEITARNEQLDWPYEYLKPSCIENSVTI
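Lipoxygenase turnover measured by absorbance at 573 and 405 nm after Fe-XO development. Human 12hLO 150 nM, arachidonate 40 uM, pH 7.0 Hepes buffer with detergent; 15 min compound preincubation, 30 min reaction.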
* hit, by the source's call; u = inconclusive; x = not tested or not shown; [ ] = dose if it differs, or a comment. Unless noted, the call rests on the fitted dose curve; in most records, active means well fitted curve in the direction sought with a large enough effect; inconclusive means small, poorly fitted or top-dose-only effect, or another doubt; inactive means no such curve, though single readings can be large; an effect the other way counts as inactive or inconclusive. Unless noted, on the % scale 0 is the no-effect control and ±100 the full control effect.

SMILES | 15-hLO-2 inh | PNC assembly inh | IMPase cell inh | 12-hLO inh
CCOc1ccccc1NC(=O)N1CCCC(c2nc3c(nnn3Cc3ccc(C)cc3)c(=O)[nH]2)C1 (stereo not drawn) | u | 3 | 23 | u
O=C(c1cc2ccccc2o1)N1CCCCCC1 | x | 250 | 6 | 12%
COc1ccc(/C=N\NS(=O)(=O)c2ccc(Cl)cc2)cc1COc1ccccc1[N+](=O)[O-] | x | 6 | u | 3%
COc1ccc(OC)c(NC(=O)NC2(C(F)(F)F)Oc3ccccc3O2)c1 | 10µM* | 32 | 7 | -11%
Cc1cc(C)c2c(CC(=O)Nc3ccc(Cl)cn3)coc2c1 | -1% | 6 | 8 | -4%
Cn1c(NCc2ccccc2)cc(=O)n(C)c1=O | -1% | u | 6 | -3%
COc1ccccc1NC(=O)COc1cccc(-n2cnnn2)c1 | 5% | -6 | 4 | -3%
CCOC(=O)C1CCN(S(=O)(=O)c2cc(Br)cc3c2N(C(=O)C2CC2)CC3)CC1 | 1% | 29 | 0 | 7%
O=C(CCCc1ccccc1)NCc1cn2ccsc2n1 | 6% | 23 | -1 | -1%
COc1cc(OC)cc(-c2nc3ccccc3s2)c1 | x | 9 | 6 | 5%
CCc1ccc(C2CC(c3ccc(F)cc3)Nc3nc(N)nn32)cc1 (stereo not drawn) | 1% | -18 | -2 | -14%
CC(C)(C)OC(=O)N1CCC(c2cc(=O)n3[nH]cc(C(=O)NC4CCCC4)c3n2)CC1 | -14% | u | 5 | 3%
Cc1ccc(NC2=NC(C(=O)Nc3ccc(C)c(C)c3)CC(=O)N2)cc1 (stereo not drawn) | -2% | u | -8 | -1%
CC1(C)CC(=O)C(C=NCCN2CCN(C(=S)NC3CCCCC3)CC2)=C(O)C1 | x | -2 | x | -2%
Nc1nc(N2CCN(C/C=C/c3ccccc3)CC2)nc2ccccc12 | 29% | u | 7 | -6%
Cc1ccc(C)c(S(=O)(=O)n2cnc3ccccc32)c1 | 0% | -9 | 7 | 0%
CCOC(=O)c1cnc(-c2ccccc2)nc1Oc1ccc(Cl)cc1 | 8% | 3 | -7 | -1%
Cc1ccc(NCc2nnc(SCC(=O)Nc3ncc(C)s3)n2Cc2ccco2)c(C)c1 | -20% | -14 | -1 | -12%
Cc1ccc2nc(C3CCN(S(=O)(=O)c4ccc5ccccc5c4)CC3)[nH]c2c1 | 67%[activator] | 1 | 5 | -13%
Nc1nc(SCc2nc(-c3ccccc3)no2)[nH]c(=O)c1-c1ccccc1 | -8% | 31 | 13 | 1%
N#CCCn1cc(C(=O)Nc2ccccc2Br)c(-c2cc3ccccc3o2)n1 | x | 5 | 14 | -8%
COc1ccc(C2=Nn3c(nnc3-c3cccnc3)SC2)cc1OC | 2% | 38 | 3 | -2%
COc1ccc(-c2c/c(=N\c3nc(-c4ccccc4)c(C)s3)c3ccccc3o2)cc1O | -1% | u | 2 | -1%
Cc1cc(C)c(NC(=S)NC(=O)c2ccc(-c3ccccc3)cc2)c(C)c1 | x | 24 | -11 | 4%
Cn1c(Cn2c(=O)sc3ccccc32)nnc1SCC(=O)NC1CCCC1 | x | 6 | -7 | -3%
COC(=O)C1=C(C)n2nnnc2NC1c1ccc(Cl)cc1 (stereo not drawn) | -10% | 0 | -1 | -3%
COc1cc(/C=N/NC(=O)c2ccc([N+](=O)[O-])cc2Cl)cc(Br)c1O | x | u | -6 | -3%
Oc1ccc(N=C/C=C/c2ccc(Br)cc2)cc1-c1nc2ccccc2s1 | x | 3 | x | u
O=C(CSc1nc(-c2ccco2)cc(C(F)(F)F)n1)N1CCN(Cc2ccccc2)CC1 | 7% | 31 | 1 | -2%
Cc1cccc(/C=N/NC(=O)CN2CCCCCCC2)c1 | x | 1 | 6 | 1%
O=C(Nc1c(Cl)cc(Cl)cc1C(=O)NCC1CCCO1)c1ccco1 (stereo not drawn) | -3% | 40 | 5 | 4%
COc1ccc(-n2nc(C(=O)NCc3ccco3)c3ccccc3c2=O)cc1 | -6% | -84* | -7 | 8%
NC(=O)c1c(NC(=O)C2c3ccccc3Oc3ccccc32)sc2c1CCCCC2 | x | 4 | x | -5%
COc1cc(C2C(C#N)=C(N)Oc3cc(C)n(CCN4CCOCC4)c(=O)c32)cc(OC)c1OC (stereo not drawn) | 7% | 3 | -3 | -4%
N#Cc1ccsc1NC(=O)CN1CCN(S(=O)(=O)c2ccccc2C(F)(F)F)CC1 | x | u | -1 | -2%
CCOC(=O)c1cc(-c2ccco2)nc2c1c(C)nn2-c1cccc(Cl)c1 | u | -19 | 4 | -3%

5 records picked at random from the list so far:
SMILES | 15-hLO-2 inh | PNC assembly inh | IMPase cell inh | 12-hLO inh
COC(=O)C1=C(C)n2nnnc2NC1c1ccc(Cl)cc1 (stereo not drawn) | -10% | 0 | -1 | -3%
COc1cc(/C=N/NC(=O)c2ccc([N+](=O)[O-])cc2Cl)cc(Br)c1O | x | u | -6 | -3%
O=C(Nc1c(Cl)cc(Cl)cc1C(=O)NCC1CCCO1)c1ccco1 (stereo not drawn) | -3% | 40 | 5 | 4%
Cn1c(Cn2c(=O)sc3ccccc32)nnc1SCC(=O)NC1CCCC1 | x | 6 | -7 | -3%
Cc1cccc(/C=N/NC(=O)CN2CCCCCCC2)c1 | x | 1 | 6 | 1%

(next part)
SMILES | 15-hLO-2 inh | PNC assembly inh | IMPase cell inh | 12-hLO inh
Cc1cccc2cc(CN(CCN(C)C)C(=S)NCc3ccco3)c(=O)[nH]c12 | x | -2 | -8 | -1%
O=C(Nc1ccc([N+](=O)[O-])cc1)/C(=C/c1cccc([N+](=O)[O-])c1)NC(=O)C1CCCCC1 | -10% | -8 | 3 | 0%
O=C(CCc1nc2ccccc2s1)OCC(=O)N1CCN(C(=O)c2ccco2)CC1 | -1% | -20 | 3 | -1%
O=C(NCCCN1CCN(Cc2ccccc2Cl)CC1)Nc1ccccc1 | 26% | -8 | 9 | -1%
O=C(OCCN=C1NS(=O)(=O)c2ccccc21)c1ccccc1 | -2% | 22 | 10 | -1%
CCC(C)OC(=O)c1cc(C)nc2c(Br)cc(Br)cc12 (stereo not drawn) | x | -100* | -21 | 2%
COc1cc(/C=N/n2c(C)n[nH]c2=S)ccc1OCc1ccccc1 | x | 10 | x | -4%
COc1cc2c(cc1NC(=O)COC(=O)[C@@H](NC(=O)c1ccccc1F)C(C)C)oc1ccccc12 | x | u | -7 | 2%
C=C(C)Cn1c(N(CCO)Cc2ccccc2)nc2c1c(=O)[nH]c(=O)n2C | 0% | 7 | 3 | 3%
COc1cc2c(cc1OC)C(c1cccnc1)CC(=O)N2 (stereo not drawn) | x | -82* | -7 | -3%
Cc1ccccc1NC(=O)CNc1ccc(Cl)c(C(F)(F)F)c1 | x | u | -2 | 0%
CC(C)(C)c1ccc(OCCC(=O)NC2=NCCS2)cc1 | 37%[activator] | 2 | -10 | 5%
Cc1nc(S(=O)(=O)N(C)c2ccccc2)c(C#N)c(C)c1Cl | -8% | 38 | 5 | -5%
Cc1cccc(N=C2N=C(N)c3ccccc32)c1 | 7% | -26 | 0 | -4%
C=CCNc1nc(-c2sc(NC(=O)CC)nc2C)cs1 | x | 124 | 8 | -11%
CCOc1ccc2nc(Nc3nc4ccc(NC(C)=O)cc4s3)sc2c1 | x | 10 | x | 2%
CCCCN1C(=O)c2ccc(C(=O)Nc3ccc(S(=O)(=O)N(C)C)cc3)cc2C1=O | x | -18 | x | 2%
Cc1ccccc1-c1nc(S(=O)(=O)c2ccc(Cl)cc2)c(NCCN2CCOCC2)o1 | 34%[activator] | u | 9 | -1%
COc1cc(OC)c(C2CC(=O)N3CN(c4ccccc4C)CSC3=C2C#N)cc1OC (stereo not drawn) | u | -18 | 6 | -11%
COC(=O)c1cccc(C23CC4(C2)[C@H](CN(C)[C@@H]4c2ccccc2)C3c2ccc(Cl)nc2)c1 (stereo partly drawn) | -2% | x | x | 0%
O=C1CCCC2=C1C(c1cccs1)Nc1ccc3ncccc3c12 (stereo not drawn) | 5% | 32 | 2 | 1%
CCOc1ccc(CCNC(=O)c2ccc(CNS(=O)(=O)c3ccccc3)cc2)cc1OCC | x | 52 | x | 2%
CC(CCc1ccco1)NC(=O)Cn1ncc2c1-c1ccccc1OC2 (stereo not drawn) | -9% | -11 | 3 | -11%
C/C(N)=N\S(=O)(=O)c1ccc(Cl)cc1 | 1% | u | -8 | -3%
CC(C)NC(=O)CC(=O)N/N=C/c1ccc(F)cc1 | 6% | 46 | -4 | -1%
COc1ccc(C(C(=O)Nc2ccc(C(C)C)cc2)N(C)C(=O)CNC(C)=O)cc1 (stereo not drawn) | 3% | -4 | -4 | 0%
Cn1c(CC2C(=O)Nc3ccc(Br)cc32)nc2ccccc2c1=O (stereo not drawn) | -14% | u | 1 | 5%
Clc1ccccc1NN(Cc1ccncc1)c1ccccc1Cl | 16%[11.4 µM] | x | x | -2%[11.4 µM]
CCOC(=O)CSc1nc(C)cc(C)n1 | 4% | -28 | -9 | 1%
COC(=O)c1c(NC(=O)CN2C(=O)NC3(CCc4ccccc4C3)C2=O)sc2c1CCCCC2 (stereo not drawn) | x | u | x | 3%
Clc1ccc(-n2nnnc2SCc2c(-c3ccccc3)nc3sccn23)cc1 | 24% | u | 6 | -2%
CC(C)c1ccc(NS(=O)(=O)c2ccc(Cl)nc2)cc1 | x | -20 | x | -4%
COc1ccc(-c2[nH]c(-c3ccccc3)nc2SCC(=O)Nc2nccs2)cc1 | x | -98* | x | 3%
O=C(Cc1ccccc1)N1CCCC1c1ccccc1 (stereo not drawn) | -3% | 30 | 6 | -2%
CCCC(C)NC(=O)Cc1ccc(Br)cc1 (stereo not drawn) | x | -19 | x | 0%
CC(C)N1C(=O)C2C(c3ccccc3O)NC(C)(C(=O)O)C2C1=O (stereo not drawn) | 8% | -12 | 1 | 2%
CNC(=O)[C@@H]1O[C@@H](n2cnc3c(N)ncnc32)[C@@H](O)[C@H]1O | -5% | x | -9 | 1%
CCOC(=O)c1cnc2ccc(OCC)cc2c1N(C)Cc1ccccc1 | x | u | x | -12%
CCOC(=O)c1cc(=O)n2nc(-c3ccc(C)cc3)nc2s1 | 3% | 2 | 1 | -1%
CCOC(=O)CSc1nnc([C@H](C)NC(=O)OC(C)(C)C)o1 | 1% | u | -4 | -1%
O/N=C1/CCc2nonc2/C1=N/O | 4% | -9 | -4 | -1%
COc1ccccc1N(CC(=O)Nc1cccnc1)S(=O)(=O)c1ccccc1 | -8% | 28 | 3 | -3%
COc1ccc(/C=N/Nc2nnc(-c3ncc[nH]3)c3ccccc23)cc1 | -8% | 15 | -2 | -5%
O=C(CSCc1ccccc1Br)N/N=C/c1ccc2c(c1)OCO2 | x | 49 | -2 | -1%
CCN(Cc1ccccc1)C(=O)CN1C(=S)NC(C)(C)CC1C (stereo not drawn) | x | 47 | x | -5%
CC(C)C(=O)NC(=S)Nc1ccccn1 | 4% | -12 | 4 | -6%
COc1cc(C(=O)NCCCNc2nc3cc(C)cc(C)c3cc2C#N)cc(OC)c1OC | 16% | 45 | 5 | 1%
COc1ccc(-c2cc(C(F)(F)F)n3nc(C(=O)O)cc3n2)cc1OC | -4% | 29 | 1 | -2%
COc1cc(O)c2c(=O)cc(-c3ccccc3)oc2c1 | 2% | x | 6 | 9%
CCC(=O)N(Cc1ccco1)c1nc(-c2ccc(OC)cc2)cs1 | x | 17 | 17 | -7%
CCCCCn1c(=S)[nH]c2ncccc2c1=O | -8% | -23 | 2 | -8%

Some of the entries above, reformatted.
Molecule	15-hLO-2 inh	PNC assembly inh	IMPase cell inh	12-hLO inh
O=C(CSCc1ccccc1Br)N/N=C/c1ccc2c(c1)OCO2	x	49	-2	-1%
CCN(Cc1ccccc1)C(=O)CN1C(=S)NC(C)(C)CC1C (stereo not drawn)	x	47	x	-5%
